Diaph inh CS: counter-screen for diaphorase-based assays: diaphorase inhibitors and chemical oxidizers. diaphorase resazurin-to-resorufin fluorescence, NADH, 16 min; bacterial (C. kluyveri) enzyme, not human. inhibition, % at 20 µM. 190,000 compounds, 0.69% hits. AID 1217;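 active = primary screen inhibition at 20 µM above a set limit, cut at about 50% in these data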;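 also: plate controls were DMSO with full reaction for no effect and wells lacking NADH for full effect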
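Test system: Clostridium kluyveri diaphorase enzyme / Quantity: diaphorase at 0.14 U/mL in enzyme working solution / Incubation: 16-min room-temperature incubation before reading / Benchmarks: NADH-free wells as positive control, DMSO-only neutral wells / Signal: resorufin fluorescence 544/590 nm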
Diaphorase act: activates diaphorase or chemically reduces, flagging diaphorase assay artifacts. Diaphorase/resazurin coupled assay, resorufin fluorescence, 16 min; hits give high values; 1 = vehicle wells, 0 = NADH-free wells. activation factor at 20 µM. 190,000 compounds, 0.005% hits. AID 1229;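 active = diaphorase activity raised at least twofold by the compound at 20 µM; inactive = activation factor below 2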
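Material: purified diaphorase enzyme from Clostridium kluyveri; Also added: 0.114 mM NADH and 0.1 mM resazurin, final amounts; Doses: single compound dose of 20 µM, 1% DMSO final; Times: 16 min enzyme reaction, ambient temperature; Detection: resorufin fluorescence, excitation 544 nm, emission 590 nm; Measure: increased resorufin signal from activators or reducing compounds.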
TLR4-MyD88 BLA: TLR4-MyD88 interaction inhibition in cells. 200,000 compounds, 0.18% hits. HeLa CL3-4 TLR4/MyD88 BLA complementation, FRET ratio. inhibition, % at 8.4 µM; in the data active = inhibition above about 25%;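 also: 0% = vehicle and 100% = reference inhibitor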
Target sequence (O00206 whole entry, looked up): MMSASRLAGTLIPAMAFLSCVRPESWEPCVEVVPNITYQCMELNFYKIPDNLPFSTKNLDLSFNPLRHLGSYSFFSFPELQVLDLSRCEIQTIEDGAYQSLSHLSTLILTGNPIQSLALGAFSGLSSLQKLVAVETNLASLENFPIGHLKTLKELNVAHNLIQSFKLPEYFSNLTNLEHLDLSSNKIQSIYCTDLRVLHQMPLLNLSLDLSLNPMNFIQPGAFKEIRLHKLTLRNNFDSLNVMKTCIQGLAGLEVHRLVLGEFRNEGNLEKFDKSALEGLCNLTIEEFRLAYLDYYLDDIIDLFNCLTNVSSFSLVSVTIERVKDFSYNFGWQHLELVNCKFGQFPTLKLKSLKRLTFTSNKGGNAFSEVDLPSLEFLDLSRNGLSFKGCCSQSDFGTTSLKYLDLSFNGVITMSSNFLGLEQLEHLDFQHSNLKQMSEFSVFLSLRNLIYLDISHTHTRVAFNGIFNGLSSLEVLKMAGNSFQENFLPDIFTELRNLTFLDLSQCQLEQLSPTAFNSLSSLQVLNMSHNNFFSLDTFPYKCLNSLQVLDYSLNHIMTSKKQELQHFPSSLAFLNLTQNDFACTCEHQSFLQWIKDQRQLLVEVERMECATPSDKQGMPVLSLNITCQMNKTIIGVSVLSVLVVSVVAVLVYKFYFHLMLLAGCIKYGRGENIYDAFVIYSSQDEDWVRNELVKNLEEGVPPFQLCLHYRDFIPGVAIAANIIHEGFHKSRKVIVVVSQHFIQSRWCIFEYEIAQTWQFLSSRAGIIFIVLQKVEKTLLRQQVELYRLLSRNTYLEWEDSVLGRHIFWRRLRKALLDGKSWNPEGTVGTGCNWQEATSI
Target sequence (Q99836 whole entry, looked up): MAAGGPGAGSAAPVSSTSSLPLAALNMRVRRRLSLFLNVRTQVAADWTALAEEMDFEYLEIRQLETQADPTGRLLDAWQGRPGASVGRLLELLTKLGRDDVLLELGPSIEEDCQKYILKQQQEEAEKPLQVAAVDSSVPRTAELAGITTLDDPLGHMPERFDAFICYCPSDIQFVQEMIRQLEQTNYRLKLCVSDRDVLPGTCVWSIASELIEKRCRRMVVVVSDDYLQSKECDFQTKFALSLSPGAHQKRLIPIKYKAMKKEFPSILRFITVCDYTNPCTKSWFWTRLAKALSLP
STAT1 act: increases IFN-gamma driven STAT1 reporter signal; NIH 3T3 STAT1-luciferase reporter, luminescence; 100% = IFN-gamma alone, no compound; activation (% of control), % at 5.5 µM; 200,000 compounds, 2.6% hits;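 active = activation above the screen-wide mean activation plus 3 SD, cut at about 130% in these data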;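 also: raw ratio to IFN-gamma control signal so 100% means no change and 0% no light; values of inactives mirror those of a sister screen read the other way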
APP transl inh: APP translation inhibition | SH-SY5Y APP 5'UTR-luciferase reporter, luminescence | inhibition, % at 2 µM | 190,000 compounds, 0.82% hits | AID 1285;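 active = inhibition above a set limit, derived from the sample mean plus 3 SD, cut at about 45% in these data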; also: values of inactives mirror those of a sister screen read the other way
NF-kB neuron act: compounds increasing NF-kB expression in human neuronal cells. fold change at 12.5 µM. AID 1239. 190,000 compounds, 1.6% hits. NF-kB reporter expression; hits give high values; in the data active = fold change above about 3.3
FLuc inh counter: counter-screen for luciferase assay inhibitors: firefly luciferase inhibition. 200,000 compounds, 1.5% hits. ATPLite firefly luciferase biochemical luminescence, 10 min. inhibition, % at 10 µM. P08659. AID 1006;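 active = inhibition above about 50% when tested at 10 µM, limit read from the data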
APP 5'UTR act: activates APP 5'UTR luciferase reporter; 190,000 compounds, 1% hits; SH-SY5Y APP 5'UTR luciferase reporter, luminescence; zero percent = DMSO vehicle wells; activation, % at 2 µM;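 active = activation above a set limit, based on mean plus 3 SD of controls, cut at about 140% in these data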; also: values of inactives mirror those of a sister screen read the other way
G6PDH CS: counter-screen for G6PDH assay hits: L. mesenteroides G6PDH inhibition | Purified L. mesenteroides G6PDH, diaphorase/resazurin coupled fluorescence, 45 min | inhibition, % at 5 µM | 200,000 compounds, 0.12% hits | AID 1020; in the data active = inhibition above about 50%
FLuc act counter: firefly luciferase counter-screen for stimulation assays; P08659; ATPlite luciferase biochemical, luminescence, 10 min; 0 = ATP-free wells, 1 = DMSO control; activation factor at 10 µM; 200,000 tested, under 10 active; AID 1027;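 active = luciferase activation factor, scaled between plate controls, of at least 2 with compound at 10 µM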
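assay system = Luciferase/luciferin detection reagent, cell-free biochemical luciferase assay | also added = ATP substrate | times = 10 min post-reagent at room temperature | measured by = luminescence from luciferase reaction | measure = luciferase activation, seen as luminescence increase over controls | benchmarks = low control with PBS replacing ATP, high control enzyme plus ATP without compound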
An asterisk follows results filed as active; . = not tested or not shown.

1) Cc1nc(NC(C)c2ccccc2)sc1C(=O)Nc1ccccc1 (centres undefined)
2) O=C1N(CN2CCC3(CC2)OCCO3)c2ccccc2C12OCCCO2
3) CCOC(=O)c1c(-c2ccc(F)cc2)csc1NC(=O)C1CCCO1 (centres undefined)
4) O=C(CCNc1n[nH]c(=O)[nH]c1=O)N/N=C/c1ccccc1Br
5) CCOC(=O)c1c(N)c(C#N)nn1-c1ccccc1C(=O)OC
6) COC(=O)[C@@]1(Cc2ccc(F)cc2)[C@H]2c3cc(C(=O)N(C)C)n(CCc4ccccn4)c3C[C@H]2CN1C(=O)c1ccccc1
7) CCc1ccc(NC(=O)CSc2nc3ccccc3c(=O)n2CCN2CCOCC2)cc1
8) CCN(CC)S(=O)(=O)c1ccc(NC(=O)c2ccc(NS(C)(=O)=O)cc2)cc1
assay / entry	1	2	3	4	5	6	7	8
Diaph inh CS	3	5	23	3	16	5	19	16
Diaphorase act	1	0.9	0.8	1	0.8	0.9	0.8	0.8
TLR4-MyD88 BLA	-3	-10	-5	-2	-7	-12	-3	1
STAT1 act	98	103	108	106	95	107	102	102
APP transl inh	-5	0	-1	13	-17	14	7	-7
NF-kB neuron act	1	1.3	1.1	1.1	1	0.77	0.43	0.94
FLuc inh counter	-6	-5	-4	-5	-6	-11	-6	-3
APP 5'UTR act	5	0	1	-13	17	-14	-7	7
G6PDH CS	3	-1	11	0	-24	11	6	0
FLuc act counter	1.1	1	1	1.1	1.1	1.1	1.1	1

Brought forward from above: 2 entries; new compounds follow.
7) CCc1ccc(NC(=O)CSc2nc3ccccc3c(=O)n2CCN2CCOCC2)cc1
8) CCN(CC)S(=O)(=O)c1ccc(NC(=O)c2ccc(NS(C)(=O)=O)cc2)cc1
9) COc1ccccc1OCCCOc1c(Cl)cc(C)cc1Cl
10) NC(=S)N/N=C/c1ccc2c(c1)OCCO2
11) Cn1c2ccccc2c2cc(C(=O)N3CCN(CCO)CC3)sc21
12) CC(C(=O)N1CCC(C(N)=O)CC1)N(c1ccc(Oc2ccccc2)cc1)S(C)(=O)=O (centres undefined)
13) CCCS(=O)(=O)N1CCC(Cc2ccc(OC)cc2)(C(=O)OCC)CC1
14) CCS(=O)(=O)NCCc1csc(C)n1
15) O=C(CN1C(=O)c2cccc3cccc1c23)N1CCN(c2ccc(F)cc2)CC1
16) CCC(c1nnc(SCC(=O)N2CC3(C)CC2CC(C)(C)C3)o1)N(C)C (centres undefined)
assay / entry	7	8	9	10	11	12	13	14	15	16
Diaph inh CS	19	16	8	0	11	10	16	13	-4	14
Diaphorase act	0.8	0.8	0.9	1	0.9	0.9	0.8	0.9	1	0.9
TLR4-MyD88 BLA	-3	1	-4	-8	-5	4	1	-2	2	3
STAT1 act	102	102	104	113	107	101	112	99	91	101
APP transl inh	7	-7	-2	-8	.	.	-24	9	22	-7
NF-kB neuron act	0.43	0.94	1.2	1.8	1	1.1	1.2	1.1	0.91	1.4
FLuc inh counter	-6	-3	-5	30	0	-2	-3	-6	4	-2
APP 5'UTR act	-7	7	2	8	.	.	24	-9	-22	7
G6PDH CS	6	0	9	-5	-13	2	2	0	3	2
FLuc act counter	1.1	1	1	0.7	1	1	1	1.1	1	1

17) Cc1[nH]c2ccccc2c1N=Nc1cccc(C(=O)O)c1
18) O=C(NCCc1cn2ccccc2n1)C1CCCCC1
19) Cc1c(/C(O)=C2\C(=O)C(=O)N(CCN(C)C)C2c2ccco2)cnn1-c1ccccc1 (centres undefined)
20) O=C(COc1ncnc2sccc12)N1CCN(S(=O)(=O)c2ccc(Cl)cc2)CC1
21) Cc1nnc(SCCC(=O)Nc2ccc(F)cc2)s1
22) CC(=O)Nc1ccc(NC(=O)CSc2nnnn2-c2ccc3c(c2)OCCO3)cc1
23) Cn1cc(CN2CCN(Cc3ccccc3)CC2)c(-c2cccc(Cl)c2)n1
24) O=C(O)CC(C(=O)N(c1ccccc1)c1ccccc1)N1CCOCC1 (centres undefined)
assay / entry	17	18	19	20	21	22	23	24
Diaph inh CS	5	-6	7	5	8	-7	24	10
Diaphorase act	0.9	1.1	0.9	1	0.9	1.1	0.8	0.9
TLR4-MyD88 BLA	7	6	-16	15	-1	-3	-1	15
STAT1 act	147*	102	88	110	93	102	98	102
APP transl inh	-83	-7	-49	6	-8	15	-9	5
NF-kB neuron act	4.1*	1.1	0.65	1.5	1.1	1.1	1.1	1.8
FLuc inh counter	-6	-7	-2	-9	-4	-2	-7	-5
APP 5'UTR act	83	7	49	-6	8	-15	9	-5
G6PDH CS	-10	-5	0	0	6	0	12	-3
FLuc act counter	1.1	1.1	1	1.1	1	1	1.1	1.1

25) Cc1ccc(S(=O)(=O)N(CC(=O)NCCSCc2ccco2)c2ccc(F)cc2)cc1
26) Cc1cccc(OCc2nnc(SCC(=O)N3CC(=O)Nc4ccccc43)o2)c1
27) Cc1cccc(C)c1-n1c(C)cc(/C=N/NC(=O)CSc2ncccn2)c1C
28) O=C(NNC(=O)c1cccs1)c1ccccc1
29) C=CCN(c1ccc(Cl)cc1)S(=O)(=O)c1cccc(C(=O)O)c1
30) CC(C)(C)n1nnnc1C(c1cccnc1)N1CCN(c2ccccc2F)CC1 (centres undefined)
31) Cc1cccc2nc(CSc3nc4ccc([N+](=O)[O-])cc4[nH]3)cn12
32) O=C(N/N=C/c1ccco1)c1ccccc1OCc1ccc(Br)cc1
assay / entry	25	26	27	28	29	30	31	32
Diaph inh CS	16	5	7	6	5	2	10	16
Diaphorase act	0.8	0.9	0.9	0.9	1	1	0.9	0.8
TLR4-MyD88 BLA	8	-11	4	-10	2	0	-11	-8
STAT1 act	101	93	93	104	105	102	99	116
APP transl inh	-8	1	1	-33	-12	-3	6	-22
NF-kB neuron act	0.71	.	1.3	1.3	1.2	1.2	0.96	1.2
FLuc inh counter	-3	0	-3	3	-5	-9	-2	1
APP 5'UTR act	7	-1	-1	33	12	3	-6	22
G6PDH CS	4	4	-2	0	2	1	-13	-3
FLuc act counter	1	1	1	1	1.1	1.1	1	1

33) CCCCNC(=O)Cc1c(OC)ccc2cc(Br)ccc12
34) CC(C)(O)c1cn(-c2nonc2N)nn1
35) Oc1c(C(c2cccs2)N2CCN(c3ccccc3)CC2)sc2ncnn12 (centres undefined)
36) O=C(CO/N=C/c1ccccc1)Nc1c(F)c(F)c(F)c(F)c1F
37) N#Cc1cccc(C(c2nnnn2C2CCCC2)N2CCC(Cc3ccccc3)CC2)c1 (centres undefined)
38) O=C(NCc1ccc2c(c1)OCO2)c1ccc2c(c1)N(Cc1c(F)cccc1Cl)C(=O)CS2
39) Cc1csc(SCC(=O)NC(=O)NC2CCCC2)n1
40) CCOC(=O)c1c(NC(=O)CSc2nnc(-c3ccco3)o2)sc(C)c1C
assay / entry	33	34	35	36	37	38	39	40
Diaph inh CS	6	6	7	5	23	23	3	7
Diaphorase act	0.9	0.9	0.9	0.9	0.8	0.8	1	0.9
TLR4-MyD88 BLA	0	-2	4	-6	-11	3	-6	4
STAT1 act	101	103	101	95	97	90	102	91
APP transl inh	-29	0	8	-6	-4	9	17	7
NF-kB neuron act	1.1	0.95	1.1	1.1	0.86	1.4	0.96	1.2
FLuc inh counter	-5	-4	-2	-6	-3	-6	-4	-4
APP 5'UTR act	29	0	-8	6	4	-9	-17	-7
G6PDH CS	0	1	0	2	9	-5	0	2
FLuc act counter	1	1	1	1.1	1	1.1	1	1

41) COc1cccc(N2CCN(C3CC(=O)N(c4ccc(C)c(Cl)c4)C3=O)CC2)c1 (centres undefined)
42) O=C(NCCCO)/C(=C/c1ccco1)NC(=O)c1ccc(Br)o1
43) COc1cccc(/C=N/NC(=O)c2cc(C34CC5CC(CC(C5)C3)C4)[nH]n2)c1
44) Cc1cccc(Cc2nnc(CCC(=O)N(C)C3CCOC3)o2)c1 (centres undefined)
45) O=C(c1cnc2ccc(Cl)cc2c1Cl)N1CCOCC1
46) CC(C)C(NC(=O)c1ccccc1)C(=O)OCc1cc([N+](=O)[O-])cc2c1OCOC2 (centres undefined)
47) CCn1c(CC(=O)Nc2ccc(C)c(Cl)c2)nnc1SCCOc1ccc(OC)cc1
48) Cc1noc(C)c1S(=O)(=O)N1CCCC(C(=O)NCCC2=CCCCC2)C1 (centres undefined)
assay / entry	41	42	43	44	45	46	47	48
Diaph inh CS	24	0	14	2	.	19	-16	8
Diaphorase act	0.8	1	0.9	1	.	0.8	1.2	0.9
TLR4-MyD88 BLA	4	-8	2	-1	7	-4	3	-2
STAT1 act	101	99	106	112	105	93	98	99
APP transl inh	-4	-30	-8	-8	-23	-2	-4	-10
NF-kB neuron act	0.91	1.6	1.4	1.5	0.99	0.78	0.97	1
FLuc inh counter	-2	0	3	0	-6	-5	3	-4
APP 5'UTR act	4	30	8	8	23	2	3	10
G6PDH CS	3	10	-37	6	17	5	5	0
FLuc act counter	1	1	1	1	1.1	1.1	1	1

49) O=C(O)c1c[nH]c2c(C(F)(F)F)cccc2c1=O
50) Cc1ccc(-c2cc(C(=O)N/N=C/c3c(C)nn(-c4ccccc4)c3C)n[nH]2)s1
51) CC(=O)Nc1ccc(NS(=O)(=O)c2ccccc2)cc1
52) COc1ccc(N2CCN(C(=O)C3CCN(S(=O)(=O)c4ccc(C)cc4)CC3)CC2)cc1
53) C=CCNc1ncnc2ccc(Br)cc12
54) Cc1cc(C)c2c(N)c(C(=O)NCC3CCCCC3)sc2n1
55) CCc1ccc(CC(=S)N2CCOCC2)cc1
56) CCn1c(N)c(C(=O)NCc2ccc3c(c2)OCO3)sc1=S
57) Cn1c(=O)c2c(SCc3ccccc3)nc(-c3ccco3)nc2n(C)c1=O
assay / entry	49	50	51	52	53	54	55	56	57
Diaph inh CS	19	26	20	7	11	16	14	13	17
Diaphorase act	0.8	0.7	0.8	0.9	0.9	0.8	0.9	0.9	0.8
TLR4-MyD88 BLA	-9	-10	-4	1	-8	6	1	6	2
STAT1 act	101	111	96	96	89	127	110	96	105
APP transl inh	-7	92*	-5	7	-13	-47	-7	-5	12
NF-kB neuron act	1.4	0.65	0.98	1.1	0.84	1.7	1.2	1.1	1.4
FLuc inh counter	-4	2	-4	-1	0	-6	1	-6	-5
APP 5'UTR act	7	-93	5	-7	13	47	7	5	-12
G6PDH CS	6	-12	2	14	5	3	-3	2	-51
FLuc act counter	1	1	1	1	1	1.1	1	1.1	1

Random excerpt: 4 records from the list.
51) CC(=O)Nc1ccc(NS(=O)(=O)c2ccccc2)cc1
52) COc1ccc(N2CCN(C(=O)C3CCN(S(=O)(=O)c4ccc(C)cc4)CC3)CC2)cc1
49) O=C(O)c1c[nH]c2c(C(F)(F)F)cccc2c1=O
57) Cn1c(=O)c2c(SCc3ccccc3)nc(-c3ccco3)nc2n(C)c1=O
assay / entry	51	52	49	57
Diaph inh CS	20	7	19	17
Diaphorase act	0.8	0.9	0.8	0.8
TLR4-MyD88 BLA	-4	1	-9	2
STAT1 act	96	96	101	105
APP transl inh	-5	7	-7	12
NF-kB neuron act	0.98	1.1	1.4	1.4
FLuc inh counter	-4	-1	-4	-5
APP 5'UTR act	5	-7	7	-12
G6PDH CS	2	14	6	-51
FLuc act counter	1	1	1	1

Bioassay records as filed in PubChem.
